# V-ATPase pHluor – alters yeast V-ATPase proton transport; S. cerevisiae, pHLuorin cytosolic pH fluorescence; AID 504577; response, % at 10 µM; 0.37% of 350,000 active; in the data active = response mostly above about 7.3%, no sharp cut-off; inactive = mostly below about 5.4%; also: actives read high; inactives centre near 0; some compounds called inactive have numbers as strong as hits; reference of the scale not given here
# Keap1-Nrf2 PPI – Keap1-Nrf2 (human) interaction inhibition; Keap1 Kelch-Nrf2 peptide fluorescence polarization, 1536-well; inhibition, % at 9.4 µM; 0.15% of 340,000 active; AID 504523; in the data active = inhibition above about 12%;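 also: human Keap1 Kelch domain with fluorescein labeled Nrf2 9mer peptide probe; 0% = neutral control wells and 100% = peptide positive control; higher means more block of Keap1 binding to Nrf2 peptide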
# DSG3 Ab inh – human desmoglein-3 autoantibody binding inhibition. P32926. DSG3-coupled beads, scFv-anti-DSG3-GFP binding, flow cytometry; hits give low values. binding (percent of control), % at 10 µM. 0.48% of 310,000 active;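 active = binding more than 3 SD below its plate's average and above zero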;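 also: hits lower antibody fragment binding to DSG3; some compounds called inactive have numbers as strong as hits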
# MOR-DOR ag – agonists of human mu-delta opioid receptor heterodimerization. cells, OPRM1-OPRD1 heterodimerization, luminescence. activation, % at 9.3 µM. 0.3% of 340,000 active; in the data active = activation above about 18%;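 also: 0% = vehicle-treated cells and 100% = reference agonist; values of inactives mirror those of a sister screen read the other way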
# Target sequence (P35372 whole entry, looked up): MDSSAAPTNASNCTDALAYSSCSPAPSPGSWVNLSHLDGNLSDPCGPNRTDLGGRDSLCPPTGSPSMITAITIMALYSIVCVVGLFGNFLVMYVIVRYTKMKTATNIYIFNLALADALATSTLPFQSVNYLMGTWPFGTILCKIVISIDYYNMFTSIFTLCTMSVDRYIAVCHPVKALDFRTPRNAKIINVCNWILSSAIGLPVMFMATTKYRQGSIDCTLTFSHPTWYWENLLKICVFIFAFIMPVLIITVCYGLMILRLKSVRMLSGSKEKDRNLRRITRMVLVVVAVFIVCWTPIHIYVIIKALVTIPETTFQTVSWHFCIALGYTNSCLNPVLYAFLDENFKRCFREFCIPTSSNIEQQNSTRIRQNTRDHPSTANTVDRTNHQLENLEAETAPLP
# Target sequence (P41143 whole entry, looked up): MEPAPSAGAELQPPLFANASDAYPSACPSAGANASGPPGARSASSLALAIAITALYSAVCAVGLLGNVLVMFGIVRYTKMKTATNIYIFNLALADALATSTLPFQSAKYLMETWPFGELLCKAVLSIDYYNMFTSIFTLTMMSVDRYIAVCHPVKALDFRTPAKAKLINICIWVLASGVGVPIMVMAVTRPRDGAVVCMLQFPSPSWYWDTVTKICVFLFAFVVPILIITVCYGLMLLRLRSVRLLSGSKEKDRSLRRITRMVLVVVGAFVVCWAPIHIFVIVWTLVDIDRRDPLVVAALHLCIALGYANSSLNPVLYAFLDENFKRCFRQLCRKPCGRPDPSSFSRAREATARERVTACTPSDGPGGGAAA
# Wnt act – activates Wnt/beta-catenin signaling in a reporter cell assay. activator, plate reader. activation, % at 9.35 µM. 1.2% of 300,000 active. AID 743398; in the data active = activation above about 30%, passing the limit was not always enough;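 also: 0% = neutral control wells and 100% = positive control wells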
# Cardiac RTF inh – cardiac RTF calcium desensitization; IANBD-labeled cardiac RTF, Ca2+ fluorescence; inhibition, % at 7.15 µM; 0.12% of 340,000 active;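 active = inhibition above the mean inhibition of all tested compounds plus 3 SD, cut at about 17% in these data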;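 also: assay run at fixed EC70 calcium of 1.6 mM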
# LANA DNA inh – blocks KSHV LANA C-terminal domain binding to DNA; inhibition, % at 9 µM; MBP-C-LANA/FAM-LBS DNA binding, fluorescence polarization; 0.078% of 340,000 active;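 active = highest replicate inhibition at or above 60% at 9 µM, even if other replicates fall short; inactive = all replicates below 60% inhibition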;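 also: 0% = neutral control wells and 100% = 4 µM acridine orange control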
# Arrestin-AP2 inh – inhibitors of human beta-arrestin and AP2 interaction | FITC-arrestin peptide / GST-AP2 beads, flow cytometry; AP2 beta2 appendage carries R879A mutation | inhibition, % at 10 µM | 0.31% of 340,000 active | AID 504490;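 active = inhibition above a set limit, near 3 SD of compounds lacking own fluorescence, cut at about 54% in these data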;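 also: plate controls were DMSO wells for no effect and 5 µM unlabelled arrestin peptide for full effect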
#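 Material – AP2 appendage R879A on GSH beads · Buffer or medium – PBS with 0.05% Tween 20 and 0.1% BSA · Probe or stimulus – fluorescein-tagged arrestin peptide at 50 nM final · Incubation – compound with beads 12 min RT, then probe 1 h RT · Detection – high-throughput flow cytometry of beads, ex 488, em 535 nm · Evaluation – percent response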
# OPRM1-OPRD1 inv – inverse agonist of human OPRM1-OPRD1 heterodimerization; P35372+P41143; cell-based MOR-DOR heterodimer luminescence, inverse agonism; inhibition, % at 9.3 µM; 0.21% of 340,000 active; in the data active = inhibition above about 22%, passing the limit was not always enough;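 also: 0% = cells with DMSO and 100% = wells without cells with DMSO; values of inactives mirror those of a sister screen read the other way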
# cardiac RTF act – cardiac RTF calcium sensitization; AID 493008; 0.24% of 340,000 active; IANBD-labeled TnC RTF fluorescence at EC20 calcium; 0% EC20 calcium, 100% full calcium; activation, % at 7.2 µM;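 active = activation above the mean over all tested compounds plus 3 SD, cut at about 30% in these data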;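 also: rise in fluorescence read as greater calcium sensitivity of cardiac thin filaments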
# Numbers without * were called inactive; . = no result given. The order is random; overall some 3.1% were active at least once.
SMILES,V-ATPase pHluor,Keap1-Nrf2 PPI,DSG3 Ab inh,MOR-DOR ag,Wnt act,Cardiac RTF inh,LANA DNA inh,Arrestin-AP2 inh,OPRM1-OPRD1 inv,cardiac RTF act
Cc1ccc(NC(=O)C(C)N2C(=O)c3ccccc3C2=O)cc1C (centres undefined),0.9,2.6,96.1,-1.1,-1.2,2.4,-0.8,-2.7,5.4,-7.8
Brc1cc2c(cc1Cn1c(-c3cncs3)nc3ccccc31)OCO2,2.8,2.5,.,-1.0,-0.9,-1.2,0.3,14.6,4.2,-8.2
CN(C)S(=O)(=O)c1ccc(NC(=O)COC(=O)C2COc3ccccc3O2)cc1 (centres undefined),0.0,-5.4,98.2,0.0,-3.9,6.1,0.3,37.1,0.0,-2.8
Cc1ccc(NC(=O)C(=O)NCCc2c[nH]c3ccccc23)c(C)c1,-1.9,-0.3,96.9,5.7,17.6,-20.2,-0.3,5.4,-30.2,3.7
O=C(NNC1=NCCC1)C1CC1,2.3,-2.0,137.5,-2.0,-1.1,-4.0,-0.5,-10.6,9.9,-2.3
CCOC(=O)N1CCC(NC(=O)Cn2nc(-c3ccccc3)ccc2=O)CC1,-0.2,1.8,102.5,-0.6,0.7,-9.9,-0.2,-40.6,3.5,6.0
Oc1[nH]c2ccccc2c1N=Nc1ccc(C(F)(F)F)cn1,1.3,-7.3,109.1,-0.4,-0.6,-0.1,1.0,-8.5,1.7,4.0
O=C(Nc1cccc(C(=O)N2CCCC2)c1)C1CCC1,-1.8,5.3,99.2,-4.4,-1.8,-0.2,-0.2,28.0,20.6,4.8
CN(Cc1c(F)cccc1Cl)S(=O)(=O)c1cccs1,1.1,0.0,112.9,-2.9,18.7,-24.0,-0.5,4.2,15.3,1.1
CCCCc1nnc(NC(=O)Cc2ccc(OC)c(S(=O)(=O)N3CCOCC3)c2)s1,-0.3,.,100.0,-2.2,-3.1,2.1,.,22.2,11.7,-1.2
O=C(Nc1cccc(S(=O)(=O)N2CCOCC2)c1)c1cccc(S(=O)(=O)N2CCCC2)c1,-0.4,-0.5,96.3,-2.1,2.3,-2.4,-0.2,-6.9,10.8,0.4
CCC(C)N1C(=O)CCC1C(=O)N1CCN(c2ccccc2F)CC1 (centres undefined),8.2,-0.3,107.3,1.1,.,-3.7,-0.3,13.2,-5.8,-0.7
CC1(C)C2([N+](=O)[O-])CN3CC1([N+](=O)[O-])CN(C2)C3c1ccccc1 (centres undefined),5.1,-0.8,99.4,-1.9,.,-2.6,-0.8,-2.6,10.1,-1.0
COc1ccc(NC(=O)CN(C)S(=O)(=O)c2cccc3cccnc23)cc1,3.3,-0.8,104.0,-2.9,-4.5,-7.7,-0.2,9.6,14.5,0.1
CCOc1ccc(C(=O)NC(=S)Nc2ccccc2N2CCC(C)CC2)cc1[N+](=O)[O-],1.5,-3.3,111.3,-0.1,.,5.5,0.6,7.2,0.7,3.2
CC(C)C[C@H](NC(=O)N1CCCCCC1)C(=O)O,4.5,1.7,100.3,-2.6,0.1,-7.6,-7.2,3.2,13.9,-1.6
Cc1nnc(SCC(=O)Nc2cccnc2Cl)s1,6.2,0.3,100.8,-2.1,1.4,-32.0,1.3,5.8,11.0,-3.9
CC(C)Cc1ccc(C(C)C(=O)Nc2nccs2)cc1 (centres undefined),0.2,-1.9,101.9,0.7,-2.2,9.8,-1.3,-1.7,-3.9,-5.3
Cc1ccc(-n2c(=S)[nH]c3sc4c(c3c2=O)CCc2ccccc2-4)cc1,1.2,0.2,97.7,-0.8,.,-6.1,1.0,1.4,3.9,5.7
CCOc1nc(Nc2ccc(OC)cc2)nc(N2CCOCC2)n1,1.1,-0.6,95.1,0.7,0.7,5.5,1.6,4.8,-3.5,9.7
COc1ccccc1N1CCN(C(=O)C2CCN(C(=O)c3ccccc3Cl)CC2)CC1,2.9,-3.7,115.1,-3.3,0.4,-5.5,-2.4,-14.6,18.2,-1.9
CCC(CC)c1nnc(NC(=O)c2ccc(S(=O)(=O)N3CCc4ccccc4C3)cc2)s1,0.7,2.2,88.8,-3.1,-0.9,1.0,0.8,32.6,15.7,0.9
CCOC(=O)c1ccc(NC(=O)NS(=O)(=O)c2ccc(C)cc2)cc1,-1.5,2.2,109.0,-2.1,.,-2.6,2.0,-5.3,12.0,3.5
CCOC(=O)[C@H]1[C@H]2COc3ccc(OC)cc3[C@@H]2N2C(=O)CN(Cc3ccc(C)cc3)C(=O)[C@@]12C,-1.0,-1.3,105.9,-0.8,-0.6,-13.6,0.4,-1.4,4.9,1.1

# Ordered by the number under LANA DNA inh (smallest number first): some entries from above.
molecule	V-ATPase pHluor	Keap1-Nrf2 PPI	DSG3 Ab inh	MOR-DOR ag	Wnt act	LANA DNA inh	Arrestin-AP2 inh	OPRM1-OPRD1 inv
CCOC(=O)N1CCC(NC(=O)Cn2nc(-c3ccccc3)ccc2=O)CC1	-0.2	1.8	102.5	-0.6	0.7	-0.2	-40.6	3.5
CCC(CC)c1nnc(NC(=O)c2ccc(S(=O)(=O)N3CCc4ccccc4C3)cc2)s1	0.7	2.2	88.8	-3.1	-0.9	0.8	32.6	15.7
Cc1ccc(-n2c(=S)[nH]c3sc4c(c3c2=O)CCc2ccccc2-4)cc1	1.2	0.2	97.7	-0.8	.	1.0	1.4	3.9

# Following part.
SMILES,V-ATPase pHluor,Keap1-Nrf2 PPI,DSG3 Ab inh,MOR-DOR ag,Wnt act,Cardiac RTF inh,LANA DNA inh,Arrestin-AP2 inh,OPRM1-OPRD1 inv,cardiac RTF act
CC1CCCCC12NC(=O)N(CC(=O)OCc1ccc(Br)cc1)C2=O (centres undefined),3.5,0.1,.,4.8,-1.5,-4.3,-1.6,7.5,-18.8,-4.8
CC(C)(C)c1ccc(/C=N/OCC(=O)NCc2ccc(F)cc2)cc1,-2.9,-4.4,101.2,7.2,-0.2,3.5,-0.6,15.8,-43.0,1.9
COc1ccc(CNC(=O)CSc2nnc3c(Cl)cc(C(F)(F)F)cn23)cc1OC,1.2,0.6,92.3,0.0,-0.2,-21.2,0.9,-4.8,0.1,-5.9
CC(C)OC(=O)c1ccc(COC(=O)c2cccc(-c3nnc(-c4ccccc4)o3)c2)cc1,-3.1,2.6,103.3,-0.6,10.5,-20.2,0.5,17.1,3.1,6.5
O=S(=O)(c1cccs1)N1CCN(c2ccc(Cl)cc2)CC1,-0.5,0.1,103.4,-0.3,-1.4,-3.4,-1.5,2.7,1.6,-8.3
Cc1ccccc1N(CC(=O)NCCc1ccccc1)C(=O)c1csnn1,-0.5,-2.1,102.0,-2.2,10.1,-10.3,-2.0,-8.0,11.9,-0.3
Oc1oc(-c2ccccc2)nc1C=Nc1cccc2ccccc12,-0.7,-0.5,116.2,2.3,0.0,-5.7,-2.2,2.0,-13.4,0.2
O=C(/C=C/c1cccc(Br)c1)N1CCN(c2ccccn2)CC1,3.1,4.2,.,-0.8,-0.6,12.6,-0.8,5.7,3.8,4.6
O=C(Cc1ccccc1)NCc1n[nH]c(=S)n1-c1ccccc1,0.2,1.5,12.1*,-1.5,1.6,-13.5,1.3,29.6,8.3,7.7
CCC1C(C#N)=C(SCC(N)=O)NC2=C1C(=O)CC(C)(C)C2 (centres undefined),-2.2,.,108.3,.,-0.1,.,.,-8.5,.,.
Cc1ccc(NC(=O)COC(=O)C2CCC2)cc1S(=O)(=O)N1CCCCC1,2.5,.,104.0,-1.2,-1.4,-11.9,.,24.6,6.4,-4.5
COc1ccc(C2CC(=O)Nc3cc(C)c(C)cc32)c(OC)c1OC (centres undefined),-0.9,1.4,116.5,-2.5,-0.8,-9.1,3.3,0.2,11.2,-2.2
CCOc1ccc(N(CC(=O)NCCc2ccccc2)C(=O)c2csnn2)cc1,4.0,-4.2,108.9,2.4,9.5,-10.3,-1.4,4.6,-12.9,-0.1
CC(=O)Nc1sc(N/N=C/c2ccccc2)nc1-c1ccc(C)cc1,2.6,-0.8,.,0.5,-3.4,-1.6,-0.4,-8.0,-2.6,-4.8
O=C(Nc1ccc2c(c1)OCO2)C1CC(=O)N(c2ccc(F)cc2)C1 (centres undefined),1.8,-7.2,118.6,1.3,0.5,-2.6,2.3,12.3,-11.0,-5.2
CCOc1cc(C2NC(=O)CCC2[N+](=O)[O-])cc(Br)c1OC (centres undefined),-1.1,2.8,98.8,-2.4,3.5,-9.7,-0.7,17.4,11.4,2.8
CC(=O)c1ccc(NC(=O)Cn2cnc(S(=O)(=O)N3CCC(C)CC3)c2)cc1,1.4,5.0,87.5,0.3,1.6,-6.0,-1.6,6.8,-1.6,7.4
COc1cc(OC)cc(C(C)=O)c1,-6.7,-3.5,.,-1.1,-4.7,-14.7,0.8,-2.8,5.6,5.2
COC(=O)c1ccc(CN2CCCC(CO)(Cc3ccccc3F)C2)cc1 (centres undefined),-2.6,0.7,120.2,-0.3,-0.7,-3.9,-0.6,-2.3,1.4,1.4
CCOC(=O)c1cc(-c2ccccc2)n(CCC(=O)N2CCN(c3ccccc3OC)CC2)c1C,1.7,-5.5,104.6,1.9,-0.5,4.2,4.5,2.0,-10.0,7.3
O=S(=O)(c1ccc(S(=O)(=O)N2CCCC3(CCCCC3)C2)cc1)N1CCCCC1,2.4,0.2,96.7,3.2,-3.2,-11.5,-0.7,26.8,-19.8,-2.4
Cc1ccc(C(=O)N/C(=C\c2ccccc2F)c2nc(=S)[nH][nH]2)cc1,-0.2,-4.8,103.5,-3.7,0.1,-4.6,-0.6,-14.2,19.3,-2.8
CC1(C)NC(=O)N(CC(=O)N2CCN(c3ccc([N+](=O)[O-])cc3)CC2)C1=O,6.0,-0.5,99.0,-3.7,-1.5,0.8,-2.6,20.9,14.0,-3.4
COc1ccc(CC(=O)Nc2ccc(S(=O)(=O)Nc3onc(C)c3C)cc2)cc1OC,-2.3,-1.7,100.5,2.4,-2.5,-10.0,-1.4,18.8,-16.6,1.1
CCOC(=O)C1=C(C)NC(=O)CC1c1cc2c(cc1[N+](=O)[O-])OCO2 (centres undefined),4.5,-1.3,100.4,0.6,-7.0,-6.5,0.1,7.7,-3.1,1.2
CCOc1ccc(C2CC(c3cccc(Cl)c3)n3nc(N)nc3N2)cc1 (centres undefined),1.3,-3.5,106.0,-2.3,-3.0,-0.7,0.0,4.7,11.7,5.0
COc1ccc(-c2csc3nc(C(C)C)oc(=O)c23)cc1OC,-0.2,-0.2,106.7,-0.8,-1.8,-12.1,-0.6,4.8,4.3,1.9
CC(=O)N/C(=N/c1nc(C)cc(C)n1)Nc1ccc(C)cc1C,-2.4,-2.1,99.4,-2.9,-0.4,3.0,0.2,17.9,13.5,-4.0
C[C@]12CS(=O)(=O)C[C@H]1SC(=S)N2c1ccccc1,-0.9,3.6,107.0,-2.4,0.8,-6.8,0.0,-18.0,12.8,2.2
O=C(Nc1ccccc1)N1CCCN(Cc2ccccc2F)C1,-0.3,-3.6,104.5,-0.8,1.2,-15.2,0.5,1.9,4.2,7.3
S=C(Nc1ccc2nccnc2c1)N1CCOCC1,-3.0,-3.9,101.3,0.9,-0.3,1.8,0.2,-7.8,-4.1,-6.6
COc1ccccc1C(=O)NC1CCN(C(=S)NCCc2ccccc2)CC1,0.2,-3.6,105.5,-2.5,-4.9,-4.3,1.2,9.9,13.1,-6.4
O=C(COC(=O)CC1CCCC1)Nc1ccc(OC(F)F)cc1,-0.2,-3.3,93.2,5.0,-0.1,-3.2,-1.5,4.9,-24.9,0.1

# Assay outcomes as filed in PubChem BioAssay.
